High-throughput results as filed in PubChem BioAssay.
SRC3 inh – inhibitors of human steroid receptor coactivator 3 (SRC3) | Q9Y6Q9 | inhibition, % at 3.6 µM | 360,000 compounds, 0.17% hits | AID 588352 | HEK293 GAL4-SRC3 luciferase reporter, luminescence;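 active = inhibition above a per-campaign cutoff, the mean of all compounds plus 3 SD, cut at about 60% in these data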;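 note: 0% = DMSO-treated cells and 100% = gossypol-treated cells at 36 µM; higher means less SRC3-driven luciferase light from the GAL4 reporter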
Target sequence (Q9Y6Q9 whole entry, looked up, the tested form may be a part): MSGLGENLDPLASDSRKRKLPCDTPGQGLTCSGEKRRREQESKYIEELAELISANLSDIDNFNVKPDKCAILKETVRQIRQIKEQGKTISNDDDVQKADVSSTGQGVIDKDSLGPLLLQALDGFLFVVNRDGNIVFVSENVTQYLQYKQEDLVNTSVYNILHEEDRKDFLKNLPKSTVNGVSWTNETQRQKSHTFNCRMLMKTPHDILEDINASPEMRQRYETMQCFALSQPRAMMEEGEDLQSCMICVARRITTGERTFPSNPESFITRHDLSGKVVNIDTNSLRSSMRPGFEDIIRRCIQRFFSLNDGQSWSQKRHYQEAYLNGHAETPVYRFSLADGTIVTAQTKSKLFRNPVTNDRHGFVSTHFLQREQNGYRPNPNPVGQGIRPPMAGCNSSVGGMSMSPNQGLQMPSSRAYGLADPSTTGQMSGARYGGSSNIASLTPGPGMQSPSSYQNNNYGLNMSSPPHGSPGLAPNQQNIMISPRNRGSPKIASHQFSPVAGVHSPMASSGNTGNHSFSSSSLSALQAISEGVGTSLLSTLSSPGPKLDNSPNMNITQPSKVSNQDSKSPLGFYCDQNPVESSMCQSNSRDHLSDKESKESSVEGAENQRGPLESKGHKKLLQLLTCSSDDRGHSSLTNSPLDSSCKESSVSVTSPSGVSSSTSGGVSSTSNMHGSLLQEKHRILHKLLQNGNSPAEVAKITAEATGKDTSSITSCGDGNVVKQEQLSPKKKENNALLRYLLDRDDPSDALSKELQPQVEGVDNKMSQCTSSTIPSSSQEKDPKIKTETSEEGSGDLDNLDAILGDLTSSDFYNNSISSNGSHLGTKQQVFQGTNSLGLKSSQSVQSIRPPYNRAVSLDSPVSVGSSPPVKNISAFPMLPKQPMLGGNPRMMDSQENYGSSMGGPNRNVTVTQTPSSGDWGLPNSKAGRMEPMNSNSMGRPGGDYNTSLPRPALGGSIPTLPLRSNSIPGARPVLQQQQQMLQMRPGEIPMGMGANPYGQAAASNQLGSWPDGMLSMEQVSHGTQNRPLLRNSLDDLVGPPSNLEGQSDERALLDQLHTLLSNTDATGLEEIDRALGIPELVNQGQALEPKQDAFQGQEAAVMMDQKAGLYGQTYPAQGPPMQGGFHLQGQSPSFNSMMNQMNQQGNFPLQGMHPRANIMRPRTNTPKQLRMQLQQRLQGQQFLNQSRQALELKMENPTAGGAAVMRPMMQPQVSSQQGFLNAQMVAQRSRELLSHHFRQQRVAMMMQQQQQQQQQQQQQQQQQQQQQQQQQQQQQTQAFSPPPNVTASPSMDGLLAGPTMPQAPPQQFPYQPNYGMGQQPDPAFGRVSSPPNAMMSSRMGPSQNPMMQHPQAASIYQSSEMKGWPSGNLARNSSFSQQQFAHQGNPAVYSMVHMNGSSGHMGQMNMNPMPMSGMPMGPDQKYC
TLR9-MyD88 inh – inhibitors of human TLR9-MyD88 binding | CHO BLA complementation TLR9-MyD88, CCF4 FRET ratio | inhibition, % at 4.98 µM | Q9NR96+Q99836 | 340,000 compounds, 0.21% hits;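 active = inhibition above the mean over all tested compounds plus 3 SD, cut at about 21% in these data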;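 note: 0% = DMSO only wells and 100% = clavulanate BLA inhibitor control wells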
LMP1 NFkB inh – inhibitors of Epstein-Barr LMP1-induced NF-kappaB reporter | 350,000 compounds, 0.69% hits | LMP1-induced NF-kappaB luciferase reporter cells, luminescence | AID 504558 | inhibition, % at 12.5 µM; in the data active = inhibition above about 41%;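 note: 0% = neutral control wells and 100% = reference inhibitor control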
ABHD5 PLIN5 PPI – blocks binding of human ABHD5 to perilipin-5; inhibition, % at 4 µM; AID 602281; Q00G26+Q8WTS1; Split G. princeps luciferase complementation, luminescence, 4 h; 360,000 compounds, 0.78% hits;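 active = inhibition above the mean inhibition across every tested compound plus 3 SD, cut at about 22% in these data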;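 note: 0% = DMSO only wells and the 100% control is not disclosed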
MC4R barr agon – activates human MC4R beta-arrestin recruitment. P32245. U2OS MC4R beta-arrestin complementation, luminescence; percent of melanotan II response, DMSO zero. activation, % at 8.9 µM. 360,000 compounds, 0.98% hits;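 active = activation above a per-plate cutoff, the mean activation of sample wells on that plate plus 3 SD, cut at about 8% in these data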
NR2F2 inh – blocks human COUP-TFII nuclear receptor. P24468. HEK293T NGFI-A luciferase reporter, luminescence. inhibition, % at 8.6 µM. 370,000 compounds, 0.7% hits. AID 686940;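 active = inhibition above a per-plate cutoff, mean inhibition of test wells between control levels plus 3 SD, cut at about 38% in these data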;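 note: cells cotransfected with COUP-TFII expression vector driving the NGFI-A reporter; 0% = median of COUP-TF2 test wells and 100% = reporter-only cells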
MC4R antag cAMP – human MC4R antagonism in cAMP assay. P32245. MC4R-expressing cells, MTII-stimulated cAMP, LANCE TR-FRET. 360,000 compounds, 0.48% hits. inhibition, % at 6.5 µM;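 active = inhibition above its plate's cutoff, the mean of tested wells on that plate plus 3 SD, cut at about 29% in these data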;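 note: 0% = Melanotan II alone and 100% = Melanotan II plus saturating MCL0020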
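system = U2OS cells with stable human MC4R expression | also added = Melanotan II challenge after compound preincubation | dosing = one concentration, 6.5 µM nominal | incubation = compound 30 min, challenge 1 h, detection 1 h | measured by = TR-FRET with Eu-cAMP and labeled anti-cAMP, 671 nm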
LRH-1 inv ag – suppresses constitutive activity of human LRH-1 | O00482 | HEK293T StAR-luciferase reporter, LRH-1 transfected, 24 h | inhibition, % at 3.6 µM | 360,000 compounds, 0.13% hits | AID 602396;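 active = inhibition above the mean inhibition of all tested compounds plus 3 SD, cut at about 73% in these data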;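 note: 0% = DMSO wells and 100% = reporter-only cells lacking LRH-1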
SRC2 inh – human SRC2 (NCOA2) inhibition; HEK293 GAL4-SRC2 luciferase reporter, luminescence; inhibition, % at 9 µM; 370,000 compounds, 0.17% hits; AID 651957;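 active = inhibition above the mean inhibition of all tested compounds plus 3 SD, set per campaign, cut at about 52% in these data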;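 note: 0% = DMSO treated cells and 100% = cells given Gossypol at 36 µM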
SRC1 inh – human NCOA1 inhibition. Q15788. HEK293 GAL4-SRC1 luciferase reporter, luminescence. inhibition, % at 3.6 µM. 360,000 compounds, 0.12% hits;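 active = inhibition above the campaign mean plus 3 SD, with each screening campaign given its own cutoff, cut at about 60% in these data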;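 note: 0% = DMSO treated cells and 100% = gossypol at 36 µM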
NOD2 RIPK2 PPI – inhibitors of human NOD2-RIPK2 interaction | O43353 | CHO BLA complementation NOD2-RIPK2, CCF4 ratio | inhibition, % at 4.98 µM | 360,000 compounds, 0.38% hits; in the data active = inhibition above about 21%;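 note: 0% = vehicle only and 100% = reference blocker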
An asterisk follows results filed as active; / = not tested or not shown.

SMILES	SRC3 inh	TLR9-MyD88 inh	LMP1 NFkB inh	ABHD5 PLIN5 PPI	MC4R barr agon	NR2F2 inh	MC4R antag cAMP	LRH-1 inv ag	SRC2 inh	SRC1 inh	NOD2 RIPK2 PPI
Cc1ccc(N=C2C(=O)Nc3ccc(C)c(Br)c32)cc1	-2.0	-9.0	15.7	-0.6	-1.1	/	1.9	-5.9	/	0.3	7.3
O=C(CN1CCN(c2ccccc2)CC1)N1CCc2ccccc21	-8.9	10.8	-2.9	0.7	-1.1	4.3	7.4	7.5	-2.1	-18.3	3.9
O=C(c1cccs1)N1CCN(Cc2ccccn2)CC1	23.8	11.6	5.8	1.2	-1.9	-4.6	11.0	13.7	0.9	4.5	-13.3
Cc1cccnc1NC(=O)CSc1nnc(CNC(=O)c2cccc([N+](=O)[O-])c2)n1C	3.9	-5.0	-6.6	3.5	-0.3	11.1	3.4	-0.8	0.4	4.1	-5.0
O=C(CN1CCOc2ccccc21)NCc1ccccc1	-20.5	1.3	-1.4	-0.9	0.7	13.2	13.0	4.7	-25.1	-11.9	-9.0
CCOc1cccc2cc(C(=O)Oc3ccc(OC)cc3)c(=O)oc12	4.8	-2.2	-15.6	-2.7	-1.4	-4.7	-3.2	2.2	0.0	-5.9	-6.7
CN(C1CCCCC1)S(=O)(=O)c1ccc(NC(=O)c2ccco2)cc1	-35.5	-8.4	1.1	-1.9	-0.6	10.7	-1.7	-14.6	-29.4	-10.9	8.8
Cc1ccc(OCC(=O)N(C)CC(=O)Nc2ccccc2Cl)c([N+](=O)[O-])n1	-24.0	-4.1	4.3	1.8	0.6	-7.5	-4.4	18.6	-19.4	9.6	-6.1
COc1ccc(-n2c3c(c(=O)[nH]c2=O)C(NC(C)=O)(C(F)(F)F)C(=O)N3)cc1 (stereo not given)	10.5	0.8	-4.9	0.3	-1.6	-4.3	11.3	4.0	20.1	-15.1	6.2
O=C(CSc1nc(-c2ccccc2)c(-c2ccccc2)o1)Nc1nncs1	-7.2	4.8	-1.2	-7.0	-1.9	-13.4	-1.9	2.7	7.0	-13.0	-3.3
Cc1ccc(Cn2c(C3CCCN3c3nc(-c4ccc(F)cc4)cs3)nc3cc(C(=O)NCCCO)ccc32)cc1 (stereo not given)	13.8	-6.9	1.7	-5.7	-0.5	7.4	9.0	-8.0	-9.9	-10.1	6.4
CCCOc1ccc(CCN2CCC(=O)NC2=O)cc1C	11.2	-3.9	-5.2	2.5	2.1	5.5	13.7	-1.6	-32.2	-5.6	-2.8
Cc1ccc(S(=O)(=O)NC(C)c2ccccc2)cc1[N+](=O)[O-] (stereo not given)	12.5	-7.8	50.4*	0.7	2.8	3.2	18.9	4.1	-0.9	5.8	3.1
CCCCC(=O)c1c(C)cc(C)[nH]c1=O	-8.9	5.1	3.8	-4.0	-0.2	10.4	2.9	23.4	0.1	-4.1	-14.4
COc1ccc(NC(=O)COC(=O)c2c(C)noc2C)cc1Cl	-4.0	3.3	-2.4	-6.2	-1.4	9.5	-0.5	-1.0	-6.4	4.2	2.9
COc1ccccc1N1CCN(C(=O)c2ccc(Br)o2)CC1	17.3	-8.9	1.3	6.9	-0.4	5.8	-2.5	-9.9	-10.7	0.8	-0.7
CC(C)NC(=O)N(C)C[C@@H]1OCc2cnnn2CCCC(=O)N([C@H](C)CO)C[C@@H]1C	2.1	3.6	3.9	-2.2	-0.3	-6.4	2.4	-26.3	-3.5	2.0	-7.6
Nc1[nH]c(=O)nc2snnc12	-3.8	-15.5	-2.8	-7.1	-0.4	-2.5	14.0	4.9	20.1	-14.3	2.1
Cc1c(-c2cccs2)[n+](=O)c2c(n1[O-])CCC2	21.9	2.2	-0.9	-4.1	-0.8	7.8	5.3	0.9	-7.3	-34.1	2.0
CCOC(=O)C1=CCN(S(=O)(=O)c2ccc(C)cc2)C1c1cccc(F)c1 (stereo not given)	5.9	/	/	-5.1	/	9.2	/	15.7	11.0	-5.0	0.4
O=C(O)CCC(=O)N1CCN(c2nc(-c3ccccc3Cl)c3cc(Br)ccc3n2)CC1	4.0	3.5	-7.9	7.6	3.1	-1.7	6.9	21.8	-10.2	-20.2	-7.0
CC(C)C[C@H](NC(=O)c1nc[nH]c1C(=O)NC1CCN(C(=O)OC(C)(C)C)CC1)C(=O)OC(C)(C)C	7.8	1.4	-10.5	8.3	2.0	0.3	9.6	0.0	10.7	-15.4	-4.4
Cc1ccc(N2CC(C(=O)OCC(=O)Nc3cc(C)on3)CC2=O)c(C)c1 (stereo not given)	-23.6	0.5	-3.2	2.4	-0.5	-9.0	11.2	-16.8	-25.7	-1.4	-10.6
CCOC(=O)C1(C)CCN1C(=O)c1ccc(OC)c(F)c1 (stereo not given)	-6.4	/	/	-1.8	-0.1	1.6	11.0	10.1	16.8	-19.3	3.6
C=C(C)Cn1c(SCCCO)nc2c1c(=O)[nH]c(=O)n2C	-4.2	13.6	-1.0	5.7	-1.0	12.9	-2.3	3.2	-21.4	-18.8	-0.9
(further entries)
SMILES	SRC3 inh	TLR9-MyD88 inh	LMP1 NFkB inh	ABHD5 PLIN5 PPI	MC4R barr agon	NR2F2 inh	MC4R antag cAMP	LRH-1 inv ag	SRC2 inh	SRC1 inh	NOD2 RIPK2 PPI
CC1Oc2ccccc2N(CC(=O)Nc2ccc(F)cc2)C1=O (stereo not given)	-2.0	-8.5	-5.7	-8.5	0.1	2.1	5.8	0.2	-12.4	-45.5	-4.6
COc1ccc([C@H]2C[C@H](O)[C@@H](n3cc(COC(=O)c4ccccc4)nn3)CN2CC2CCCCC2)cc1	-18.1	0.2	8.2	-14.8	0.1	12.1	-23.8	-1.3	-2.0	-1.1	-12.2
CCOC(=O)C1CCN(C(=O)c2cccc(N3C(=O)NC4CC3(C)Oc3ccc(C)cc34)c2)CC1 (stereo not given)	1.3	8.9	-2.7	2.2	-1.2	-18.6	-4.6	5.9	-13.3	0.6	-0.2
CCCCNC(=O)NNC(=O)c1ccoc1C	-43.7	-2.9	-7.2	1.4	-0.6	-9.4	14.6	-9.6	-34.4	-39.4	-6.4
O=C1N=C(N2CCOCC2)S/C1=C\c1ccc(OS(=O)(=O)c2ccccc2)cc1	20.8	-0.3	12.2	20.9	-0.9	0.5	4.1	25.8	32.3	6.4	2.1
Cc1cc(C)n(CC(=O)NNC(=O)CC(C)c2ccccc2)n1 (stereo not given)	10.9	-0.7	-1.8	-5.4	-0.1	0.0	-5.1	19.7	7.7	-5.9	-1.5
Cc1c(C(=O)NN)nc2ccccn12	0.5	3.5	3.2	9.3	2.2	3.5	-7.5	-9.0	0.8	0.1	-3.3
O=C1NCCOC(=O)[C@H](Cc2ccc(F)cc2)C/C=C\C[C@@H]1CC(=O)N(CCO)Cc1ccccc1	-5.8	-11.0	3.0	0.8	-0.6	4.1	14.2	-8.3	-5.4	-11.1	-6.8
COc1ccc(N(C(C)C(=O)N2CCCC2)S(C)(=O)=O)cc1 (stereo not given)	-11.8	7.7	-0.2	5.0	1.0	-7.6	1.0	-0.4	10.8	5.3	-0.5
CSc1cccc(NC(=S)N(CCN(C)C)C(C)c2ccncc2)c1 (stereo not given)	7.5	-1.6	-3.1	-5.9	1.5	6.3	2.0	2.8	-7.9	-8.5	-19.8
CS(=O)(=O)Nc1ccc(C2=NN(C(=O)c3ccco3)C(c3cccc(F)c3)C2)cc1 (stereo not given)	23.2	-2.4	10.4	5.2	1.5	10.2	8.9	9.9	-8.3	1.4	-12.7
O=C(NC1CC1)c1ccc(CS(=O)c2ccc(Br)cc2)o1 (stereo not given)	18.7	-3.2	6.4	-1.1	0.9	12.6	-2.4	-6.2	-8.4	-16.4	6.0
Oc1c(C(c2cccs2)N2CCN(c3ccc(F)cc3)CC2)sc2ncnn12 (stereo not given)	-7.5	-2.9	0.7	8.3	-1.0	-19.4	-10.0	14.6	-1.9	-11.1	4.0
CC(C)(C)NC(=O)C1C(c2ccc(C(F)(F)F)cc2)=Nc2ccccc2N1C(=O)c1cccc(C(F)(F)F)c1 (stereo not given)	/	/	/	-6.0	/	2.2	/	1.6	12.5	/	-7.6
COc1ccc(OC)c(NC(=O)CCNS(=O)(=O)c2cccc3nsnc23)c1	-3.2	-7.3	4.8	5.8	-1.2	-11.3	3.9	-5.3	-11.2	-17.8	-6.2
CCOC(=O)N1CCN(S(=O)(=O)c2ccc(C(=O)N(CCN(C)C)c3nc4ccc(Cl)cc4s3)cc2)CC1	-19.6	-8.3	-2.0	0.6	-1.3	-16.4	-1.5	-22.0	-41.2	-13.0	8.6
COc1ccc(S(=O)(=O)NC2CC(C)(C)NC(C)(C)C2)cc1	-13.8	-0.2	-11.6	-1.3	-1.6	-18.2	6.5	-6.3	5.2	-3.5	4.9
CCC(=O)N1CCCC1(C)C(=O)Nc1ccc2c(c1)CCN2C(C)=O (stereo not given)	13.6	/	/	-0.7	-1.6	-11.8	8.3	-2.7	5.2	1.6	4.1
CN(CC(=O)Nc1ccc(F)c(F)c1F)C(=O)CCN1C(=O)C2CC=CCC2C1=O (stereo not given)	5.6	-6.8	-10.0	2.8	-1.6	-0.5	-2.7	2.5	-28.8	1.2	0.9
COc1ccc(-c2c3c(=O)n(C)c(=O)n(C)c3cn2Cc2ccccn2)cc1	16.9	1.8	-14.7	-4.6	-1.4	5.0	7.7	17.3	6.4	0.9	2.5
COC(=O)c1cnn(C(=O)c2cc(OC)ccc2Br)c1N	-23.9	-16.2	-2.0	-1.6	-0.6	3.5	26.4	8.8	-3.8	-29.1	-7.2
COC(=O)[C@@]12C[C@@H](CC(=O)NCC3CCCCC3)C(=O)N(Cc3ccc4c(c3)OCO4)C1=CCC(C)(C)C2	/	/	/	-5.1	/	-2.7	/	-6.5	-43.2	/	0.3
CN1CCN(CC(=O)N/N=C/c2ccc(F)c(F)c2)CC1	2.3	-4.6	0.7	-2.1	-0.6	-2.1	13.8	8.1	4.1	5.3	-2.5
COc1ccccc1-c1noc(Cn2cc(S(=O)(=O)N3CCCC3)ccc2=O)n1	-7.5	-4.5	-7.2	-2.1	-2.1	19.2	-7.1	0.0	-4.9	-16.1	-5.1

Taken from above:
CC(C)(C)NC(=O)C1C(c2ccc(C(F)(F)F)cc2)=Nc2ccccc2N1C(=O)c1cccc(C(F)(F)F)c1 (stereo not given) | NR2F2 inh: 2.2
O=C(NC1CC1)c1ccc(CS(=O)c2ccc(Br)cc2)o1 (stereo not given) | NOD2 RIPK2 PPI: 6.0

An excerpt; rates above refer to the full screens.
